High-throughput results deposited in PubChem by several laboratories.
ABHD4 inh: ABHD4 (mouse) inhibition, primary FP screen; Q8VD66; purified mABHD4, FP-Rh probe fluorescence polarization; inhibition, % at 8.92 µM; 0.54% of 370,000 active; AID 720543;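 active means inhibition exceeding the mean over every tested compound plus 3 SD, cut at about 30% in these data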;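 further: 0% = plate median of compound wells and 100% = S159A mutant with DMSO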
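Test system: mouse ABHD4 enzyme, wild type. Reagent: FP-Rh fluorescent activity-based probe, added after compound pre-incubation. Timing: pre-incubation 45 min, probe exposure 60 min, at 25 °C. Technique: FP readout, ex 525 nm / em 598 nm. Benchmarks: high control S159A mutant with DMSO, low control median of compound wells.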
Rev-erbA mod: modulators of human Rev-erb alpha DNA binding; Rev-erbα–FITC-DNA binding, fluorescence polarization, 90 min; activity, % at 10 µM; 0.79% of 370,000 active; AID 1259318;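 active means activity above about 14%, limit read from the data; passing the limit was not always enough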;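 further: 0% = DMSO wells with 35 nM protein and 100% = DMSO wells with 750 nM protein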
PRMT1 inh: blocks human protein arginine methyltransferase 1. Q99873. recombinant PRMT1, activity-based probe fluorescence polarization. inhibition, % at 2.79 µM. 1.3% of 370,000 active. AID 652257;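 active means inhibition above about 21% made by adding two undisclosed values, limit read from the data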
Target sequence (Q99873 whole entry, looked up): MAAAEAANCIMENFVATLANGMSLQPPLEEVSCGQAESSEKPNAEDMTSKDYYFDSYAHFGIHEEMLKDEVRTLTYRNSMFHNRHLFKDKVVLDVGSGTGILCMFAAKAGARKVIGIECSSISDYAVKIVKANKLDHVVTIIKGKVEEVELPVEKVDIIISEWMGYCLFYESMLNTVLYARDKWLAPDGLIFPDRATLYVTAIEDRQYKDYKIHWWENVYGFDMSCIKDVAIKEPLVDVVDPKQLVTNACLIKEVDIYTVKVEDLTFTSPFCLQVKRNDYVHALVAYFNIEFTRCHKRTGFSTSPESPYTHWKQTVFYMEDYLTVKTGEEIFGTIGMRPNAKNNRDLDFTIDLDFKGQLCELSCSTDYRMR
HTRA1 inh: inhibitors of human serine peptidase HTRA1 | Q92743 | recombinant HTRA1, FP-rhodamine activity-based probe, fluorescence polarization | inhibition, % at 5.96 µM | 0.5% of 340,000 active; in the data active means inhibition above about 36%;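 further: 0% = enzyme with DMSO and 100% = wells lacking enzyme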
LEDGF integ inh: blocks HIV-1 LEDGF/p75-dependent DNA integration; 0.64% of 370,000 active; TR-FRET IN-LEDGF/p75 DNA integration, Eu/Cy5; inhibition, % at 3.7 µM; AID 743269;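 active means inhibition above the screen-wide mean plus 3 SD, cut at about 13% in these data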;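 further: signal is the Cy5 over europium emission ratio at 671 and 618 nm; 0% = plate median of compound wells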
rCAG binder: binds r(CAG) RNA repeats; r(CAG) RNA repeat, TO-PRO-1 dye displacement fluorescence; inhibition, % at 3 µM; 1.3% of 370,000 active; AID 651821;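 active means inhibition above the plate cutoff, the mean of all test compounds on that plate plus 3 SD, cut at about 35% in these data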;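 further: 0% = DMSO alone and 100% = 100 µM mitoxantrone as full dye displacement; higher means more dye released from RNA so lower well fluorescence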
TCR CD3 inh: inhibitors of human TCR-CD3 interaction; TAMRA-labeled TCR probe fluorescence, biochemical; inhibition, % at 9.4 µM; 0.37% of 360,000 active; in the data active means inhibition above about 19%;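 further: recombinant mutant TCR 2C K166C tagged with TAMRA read by polarization; 0% = receptor in buffer alone and 100% = receptor with positive control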
PG9 Ab binder: binds the HIV-1 gp120 antibody PG9; TR-FRET gp120-PG9 antibody binding; inhibition, % at 6.7 µM; 0.43% of 360,000 active; in the data active means inhibition above about 8.5%
MBD2 inh: inhibitors of human MBD2 binding to methylated oligonucleotide; Q9UBB5; TR-FRET; inhibition, % at 4.4 µM; 0.31% of 370,000 active; in the data active means inhibition above about 13%
Target sequence (Q9UBB5 whole entry, looked up): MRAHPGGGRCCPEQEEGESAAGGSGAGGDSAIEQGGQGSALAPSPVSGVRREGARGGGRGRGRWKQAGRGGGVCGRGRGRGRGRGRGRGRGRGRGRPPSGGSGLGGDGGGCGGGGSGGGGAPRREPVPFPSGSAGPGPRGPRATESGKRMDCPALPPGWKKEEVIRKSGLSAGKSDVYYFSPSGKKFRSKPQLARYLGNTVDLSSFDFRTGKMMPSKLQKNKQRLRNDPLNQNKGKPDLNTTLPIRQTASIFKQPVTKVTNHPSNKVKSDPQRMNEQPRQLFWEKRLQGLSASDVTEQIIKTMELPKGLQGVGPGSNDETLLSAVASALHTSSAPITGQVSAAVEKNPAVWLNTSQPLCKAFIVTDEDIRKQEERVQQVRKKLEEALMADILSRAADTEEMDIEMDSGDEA
UHRF1 binding: human UHRF1 methylated DNA binding inhibitors; Q96T88; UHRF1 binding to methylated oligo, TR-FRET; inhibition, % at 4.4 µM; 0.75% of 370,000 active; in the data active means inhibition above about 21%;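 further: UHRF1 SRA domain binding a hemimethylated CpG hairpin DNA probe; 0% = median of test compound wells and 100% = reference inhibitor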
Starred values were filed as active, the others as inactive; nt = not tested or not shown. These rows are one share of the data; count on the stated rates, not on these rows.

item	smiles	ABHD4 inh	Rev-erbA mod	PRMT1 inh	HTRA1 inh	LEDGF integ inh	rCAG binder	TCR CD3 inh	PG9 Ab binder	MBD2 inh	UHRF1 binding
1	OC1c2cc(Br)ccc2N=C2CCCCCN21 (configuration not stated)	-6	3	5	nt	-3	0	-1	-2.8	2	1
2	O=C(CNS(=O)(=O)c1ccc(Cl)cc1)NC1CCCCC1	1	4	-5	0	3	0	4	-0.3	4	1
3	COC(=O)c1[nH]c2cccc(Cl)c2c1NC(=O)CN1CCCCC1C (configuration not stated)	4	-4	2	-6	-1	-5	7	-0.1	-3	0
4	CC1=C(C(=O)N2CCOCC2)CC(CC(=O)NCc2cccc3ccccc23)C(=O)N1Cc1ccc(F)cc1 (configuration not stated)	-1	3	5	-3	-3	5	0	0.2	-5	-2
5	O=C(N/N=C/c1ccco1)c1ccc(NC(=O)c2ccccc2Cl)cc1	-9	5	3	-16	-2	4	2	-2.4	-4	3
6	CC1CCCC(NS(=O)(=O)c2cccc3nsnc23)C1C (configuration not stated)	5	5	-2	-2	0	-3	4	-2.2	-3	-3
7	c1ccc(-c2ncc3c(ccc4ccccc43)n2)cc1	2	-9	-1	-5	-3	0	6	-0.1	-6	4
8	CCOC(=O)[C@]12CCCC=C1N(Cc1cccc3ccccc13)C(=O)[C@H](CC(=O)NCc1cccs1)C2	-26	4	-4	nt	3	7	11	-1.3	-3	-2
9	COC(=O)c1ccc(CSc2nc3c(cnn3-c3ccc(C)c(C)c3)c(=O)[nH]2)o1	-5	-4	-1	-11	0	6	-1	0.5	1	0
10	COC(=O)c1cccc(S(=O)(=O)N2CCC(NC(=O)NC34CC5CC(CC(C5)C3)C4)CC2)c1	-4	-5	6	-3	-6	1	-3	0.4	4	2
11	COc1ccc(S(=O)(=O)N/N=C/c2ccc(OCCN3CCOCC3)c(OC)c2)cc1	-7	6	-4	2	-2	-4	2	-0.4	5	-2
12	COc1cccc(NC(=O)CN(C)S(=O)(=O)c2ccc(C)cc2)c1	-4	2	-1	-5	3	-2	5	0.5	-5	-1
13	O=C(CSc1nnc(-c2cccnc2)o1)Nc1cccc(Cl)c1	-4	0	-5	7	2	2	13	0.7	-3	-2
14	Cc1csc(N(C(=O)c2cccc(S(=O)(=O)N(C)C)c2)c2ccccc2)n1	0	3	1	-8	-2	-5	-2	0.7	2	-6
15	Cc1ccc(S(=O)(=O)N2CCCCC2)cc1NC(=O)CN1C(=O)c2ccccc2S1(=O)=O	5	2	3	-6	-5	8	0	1.1	2	-3
16	Cc1ccc(C2c3c(oc4cc(C)c(C)cc4c3=O)C(=O)N2CCCN2CCOCC2)cc1 (configuration not stated)	1	-4	7	-17	-2	6	-4	-0.6	-1	-2
17	CCOC(=O)Cc1nnc(-c2ccccc2)o1	5	-6	-2	-3	-3	2	4	1.4	1	2
18	O=C(Cn1cccc1C(=O)c1ccccc1)NCCN1CCOCC1	0	-2	0	1	-1	0	-3	-1.6	-5	-2
19	COc1ccc(CCC(=O)NCC23CC4CC(CC(C4)C2)C3)cc1	-10	3	-3	-2	8	-4	-10	1.2	0	2
20	Cc1ccc(S(=O)(=O)N2CCN(Cc3cccnc3)CC2)cc1	2	-5	-1	2	2	-5	8	-0.4	-7	-2
21	Cc1ccc(NC(=O)c2cc(-c3cc(C)c(C)cc3O)n[nH]2)cc1C	6	-3	0	-1	-4	3	3	-2.9	1	-2
22	CC(C)c1[nH]nc2c1C(C(C)C)C(C#N)=C(N)O2 (configuration not stated)	8	-1	0	5	1	0	-3	-0.7	-2	-2
23	COCCCNC(=O)/C=C/c1c(Cl)cccc1Cl	0	5	0	0	-1	1	3	-1.0	3	2
24	CCOC(=O)C1=C(c2ccccc2)OC(N)=C(C#N)C1c1cccs1 (configuration not stated)	2	-3	0	3	-2	-1	0	-2.1	3	-1
25	COc1ccccc1-c1csc(C(C)(O)c2ccccc2)n1 (configuration not stated)	-17	-5	2	nt	-3	2	-7	-1.4	4	3
26	CC(C)(C)/C=N/NC(=O)C1CC1	15	-3	-3	nt	0	-1	-6	-3.5	2	-2
27	Cc1nc2c3ccccc3[nH]c(=O)n2n1	5	0	14	0	-2	0	-3	0.3	1	-1
28	CC(=O)Nc1cccc(Oc2ccc([N+](=O)[O-])cc2Cl)c1	2	3	1	-4	-1	-2	1	0.8	0	2
29	C/C(=C1/SC(N2CCOCC2)=NC1=O)c1ccc(Cl)cc1	3	-3	-3	-4	2	-2	7	-2.5	6	-2
30	CN1CCN(S(=O)(=O)c2cccc(C(=O)NCc3ccccc3Cl)c2)CC1	2	-4	3	2	-1	-3	4	0.9	2	2
31	C=C(C)CNC(=S)N/N=C\c1ccc2c(c1)OCO2	-1	-3	-8	-6	0	-1	10	-1.2	4	-3
32	CCN(CC)c1ccc(/C=N/NC(=O)CC(C)C)cc1	-6	-2	2	2	2	-5	-1	-3.3	-6	-1
33	O=C(CCc1ccccc1)Nc1cccc(S(=O)(=O)N2CCOCC2)c1	2	4	2	7	-2	0	-2	0.8	1	-1
34	C[C@@H]1CN([C@H](C)CO)C(=O)c2cc(Br)cnc2O[C@H]1CN(C)Cc1ccccc1	6	6	0	-2	-5	0	3	-1.3	1	2
35	Cc1ccc(S(=O)(=O)N2CCN(C(=O)COC(=O)COc3cccc4c3OC(C)(C)C4)CC2)cc1	4	9	6	-6	-4	-4	-7	-0.7	4	-1
36	CC(=O)c1ccc(N2CCN(CC(=O)NC(=O)NCc3ccccc3)CC2)cc1	1	7	1	3	-1	1	5	1.0	2	8
37	Cc1ccc(Sc2nc(-c3ccccc3)nnc2C(F)(F)F)cc1	-4	2	3	-2	-4	1	-3	0.7	1	2
38	Cc1ccc(C)c(OCc2nnc(NC(=O)c3ccc4c(c3)OCO4)s2)c1	2	30*	2	4	-3	-3	0	0.8	6	0
39	COc1ccccc1C(=O)NC(=O)COC(=O)CNC(=O)c1ccc(Cl)cc1Cl	8	3	4	-2	-5	-3	-5	-0.8	-2	3
40	c1csc(-c2ccc(N3CCOCC3)nn2)c1	0	-2	1	-5	3	1	4	1.1	-4	0
41	Cc1sc(NC(=O)c2ccccc2F)c(CN2CCCCC2)c1C	4	8	7	-8	0	-2	6	-2.1	1	-2
42	Nc1n[nH]c2ccccc12	3	-2	-1	0	-5	-4	-5	-1.6	-2	3
43	CC1(C)NC(=O)N(CCCCOc2ccc3ccccc3c2Cl)C1=O	-6	-2	0	-30	-2	-3	4	0.4	5	0
44	COc1ccc(CCNC(=O)Cn2nnc(-c3cccs3)n2)cc1OC	4	2	3	7	2	-6	7	-0.2	-1	-1
45	CCN(CC)C(c1ccc(C)cc1)c1nnnn1C1CCCCC1 (configuration not stated)	-2	-7	0	-10	-2	-7	6	0.3	-4	0
46	CCNc1nc(NCC)n2c(SCC(=O)c3ccccc3F)nnc2n1	-4	1	3	-5	0	-1	-3	1.6	3	3
47	O=S(N1CCc2ccccc21)C12CC3CC(CC(C3)C1)C2 (configuration not stated)	5	-3	-1	-3	6	-7	2	-1.4	-3	1
48	NNc1nc2c(F)cccc2s1	77*	6	7	24	2	33	-5	-8.2	2	4
49	COc1ccc(NC(=O)c2ccccc2N(Cc2ccccc2)S(C)(=O)=O)c(OC)c1	-2	-3	-6	12	1	-5	3	-3.7	0	-1
50	CCNc1nc(C)nc2c1oc1ccccc12	1	-2	-1	5	-1	-1	-4	-0.6	0	-2
51	CCOC(=O)[C@]12CCC=C1N(Cc1ccco1)C(=O)[C@H](CC(=O)N1CCCC1)C2	0	0	-2	nt	1	8	0	-0.9	-4	-1
52	O=C(CN(C(=O)CNC(=O)c1cccs1)c1ccc(F)cc1)NC1CCCCC1	5	-6	4	-5	-5	-8	-6	0.0	7	3
53	Cc1ccn2c(NC3CCCCC3)c(C(C)C)nc2c1	4	-2	-1	1	2	-1	-4	0.0	2	0
54	O=C(COC(=O)c1cc(=O)[nH]c(=O)[nH]1)NCc1ccccc1	-3	-4	2	0	7	2	-6	-1.9	-7	-1
55	CN(C)CCCNC1=CC(=O)OC12CCCCC2	-6	1	-2	-2	1	1	2	0.8	-4	1
56	NNC(=O)c1cc2cc(OC(F)(F)F)ccc2[nH]1	-8	2	-5	-16	3	9	-2	-3.7	-2	-2
57	O=c1nccc(Nc2ccccc2)[nH]1	3	0	7	-9	-2	3	3	0.2	8	1
58	CC12CCC(c3c(C(=O)N4CCOCC4)nn(-c4ccccc4)c31)C2(C)C (configuration not stated)	0	-4	-2	7	4	-8	6	-2.8	-2	-2
59	CNC(=S)N(CCc1c(C)[nH]c2ccc(Cl)cc12)Cc1cc(OC)c(OC)c(OC)c1	-12	2	1	-10	-1	5	3	0.0	-6	-1
60	CCc1ccc(-n2c(SCc3cc(=O)n4cc(Br)ccc4n3)nc3[nH]ncc3c2=O)cc1	-1	1	-5	-10	0	3	8	1.3	0	-4
61	COc1ccc(C(C)(O)c2nc(-c3ccc4c(c3)OCO4)cs2)cc1 (configuration not stated)	-10	2	-6	nt	2	4	7	-1.3	2	-5
62	O=C(O)c1ccc(-n2cncn2)c([N+](=O)[O-])c1	-2	1	-1	3	1	-1	8	-0.7	-2	-1
63	Cn1c(CC(=O)Nc2ccc(Cl)c(Cl)c2)n[nH]c1=S	-8	6	3	4	3	2	1	3.1	-1	1
